Compound activity from PubChem BioAssay.
Dynein cargo inh: inhibitors of GR-EGFP nuclear translocation, primary screen, dynein cargo transport inhibitor project, imaging, high-content, 3617.4 mouse cells. test concentration mostly 20 µM; stimulated with dexamethasone, 1 µM; active compounds read low. z-score, hits read low. 220,000 tested, 0.47% active;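 active = plate z-score of nuclear minus cytoplasmic receptor signal below a set negative limit, without overly bright fluorescence or cell loss, cut at about -3.5 in these data, passing the limit was not always enough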;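 note: z-score of nuclear minus cytoplasmic ring GR-EGFP intensity difference per well; some compounds called inactive have numbers as strong as hits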
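Buffer or medium: tetracycline-free induction medium containing charcoal-stripped FBS / Reagent: dexamethasone agonist, 1.0 µM final, for 30 min / Technique: automated 10x imaging of fixed Hoechst-stained cells / Times: induction 48 h, compound 1 h, agonist 30 min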
bCat nuc transl: modulators of beta-catenin nuclear translocation, primary screen, imaging, HeLa cells, immunofluorescence, high-content | nuclear translocation activity, % at 5 µM | 190,000 tested, 0.3% active;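 active = nuclear translocation activity above 50% at 5 µM, with a well cell count of 50 or more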;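 note: per-cell ratio of nuclear to cytoplasmic median beta-catenin stain intensity; plate controls were DMSO negative control for no effect and GSK-3 inhibitor IX positive control for full effect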
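Test system: human HeLa cell line; Doses: 5 µM primary, 0.02–20 µM confirmation; Incubation: 24 h compound exposure, 37°C; Detection: beta-catenin immunofluorescence imaging with DAPI; Read-out: beta-catenin nuclear/cytoplasmic ratio, % activation.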
NOD1 inhibition: NOD1 signaling inhibitors, primary screen, cell-based, luminescence, uHTS (AID 1578). NOD1-driven NF-kB luciferase reporter cells, luminescence; higher % means a stronger effect. 290,000 tested, 1% active. inhibition, % at 4 µM, or EC50 in µM where a hit was titrated; in the data active = inhibition mostly above about 36%, no sharp cut-off; inactive = mostly below about 34%;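 note: HEK-293T reporter cells stimulated with the NOD1 agonist gamma-tri-DAP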
HEK293 NOD2/NF-kB: NOD2 signaling inhibitors, cell-based, luminescence, uHTS, HEK293 (AID 1566) | HEK293 NOD2/NF-kB luciferase reporter, luminescence; higher % means a stronger effect | one-dose inhibition, % at 4 µM; EC50 in µM for titrated hits | 290,000 tested, 0.63% active; in the data active = inhibition above about 50%; note: many of its hits are not listed in these tables
Autophagy mod: autophagy modulators in MEF cells, primary screen, imaging, high-content, MEF GFP-LC3; MEF GFP-LC3 puncta imaging; test concentration mostly 10 µM; AID 463193, 2010; calls only at 10 µM (by protocol); 190,000 tested, 0.98% active;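 active = percentage of spot-positive cells more than 3 SD above its plate mean, without a fluorescence outlier flag or 80% toxicity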;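 note: spot-positive cell cutoff set from DMSO-treated cells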
MT stabilizer: microtubule stabilizers in HeLa cells, primary screen, imaging, high-content imaging; HeLa tubulin immunostaining HCS, 24 h; share of cells brighter than vehicle mean+2SD; % tubulin-high responders, % at 10 µM; 200,000 tested, 0.83% active; AID 2205, 2009;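 active = plate Z-score above 3 for both tubulin-high and condensed-nucleus cell shares, with cell loss under 80%, at 10 µM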;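 note: anti alpha tubulin signal scored within the nucleus-defined area of each cell; some results filed as inactive read as strong as hits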
P. falciparum M17LAP: P. falciparum M17LAP inhibitors, primary screen, biochemical, fluorogenic H-Leu-NHMec substrate, 1536-well (AID 1619). Leucine aminopeptidase (Plasmodium falciparum (isolate 3D7)). recombinant M17LAP, H-Leu-NHMec fluorogenic kinetic assay; higher % means a stronger effect. one-dose inhibition, % at 30 µM; IC50 in µM for titrated hits. 220,000 tested, 0.38% active;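 active = compound inhibiting the enzyme by more than half at any dose during confirmatory dose-response retesting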;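 note: plate controls were full reaction with DMSO carrier for no effect and no enzyme background for full effect; strong numbers were not always called active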
Ins promoter up: insulin promoter activators in MIN6 cells, imaging, high-content screening, mouse beta cells; MIN6 insulin promoter-GFP reporter; active compounds read high; z-score at 5 µM; 190,000 tested, 0.3% active; AID 1625, 2009;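 active = z-score above 3 at 5 µM with at least 500 cells counted in the well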
Yfh1-depleted yeast: enhancers of respiration in Yfh1-depleted yeast, dose response, Friedreich's ataxia, plus single-dose screen (AID 1465) | S. cerevisiae Yfh1-off respiration, WST-1 reduction, 72 h; higher fold induction means a stronger effect | fold induction at 50 µM; hits with a dose series show EC50 in µM | 220,000 tested, 0.074% active;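 active = fold induction of absorbance versus untreated yeast above a set limit, then at least 30% activation at any dose in follow-up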;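 note: activators that raise dye reduction in frataxin-depleted yeast; strong numbers were not always called active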
Dynein cargo inh cytoplasmic EGFP: second read-out of Dynein cargo inh, no call of its own (marks repeat the call); z-score; measured here: cytoplasmic GR-EGFP intensity; active compounds read high
Dynein cargo inh nuclear GR-EGFP: also measured in Dynein cargo inh; calls as there; z-score; measured here: nuclear GR-EGFP intensity;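 lower value marks the stronger effect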
Dynein cargo inh cell count: recorded beside Dynein cargo inh, whose call it bears; z-score; measured here: cell count per field
Ins promoter up cell count: recorded beside Ins promoter up, whose call it bears; cell count; measured here: cytotoxicity, nuclei count;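 total cells summed across four imaged fields per well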
bCat nuc transl cell count 5 µM: recorded beside bCat nuc transl, whose call it bears; cell count; measured here: cell count, cytotoxicity flag
MT stabilizer Hoechst-high %: also measured in MT stabilizer; calls as there; % Hoechst-high responders; measured here: nuclear condensation Hoechst responders;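 share of cells brighter than vehicle mean plus two SD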
MT stabilizer cytotoxicity %: second read-out of MT stabilizer, no call of its own (marks repeat the call); toxicity, %; measured here: cytotoxicity by cell density;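 0% = mean cell density of plate MIN control wells and 100% = no cells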
Autophagy mod cell loss 18 h: recorded beside Autophagy mod, whose call it bears; toxicity, %; measured here: cell loss, nuclei count;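 cell loss after 18 h compound exposure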
Active calls of the source: *; i = inactive; . = no result given. This is a subset. The share of hits here may be higher or lower than overall.

SMILES | Dynein cargo inh | Dynein cargo inh cytoplasmic EGFP | Dynein cargo inh nuclear GR-EGFP | Dynein cargo inh cell count | bCat nuc transl | bCat nuc transl cell count 5 µM | NOD1 inhibition | HEK293 NOD2/NF-kB | Autophagy mod | Autophagy mod cell loss 18 h | MT stabilizer | MT stabilizer Hoechst-high % | MT stabilizer cytotoxicity % | P. falciparum M17LAP | Ins promoter up | Ins promoter up cell count | Yfh1-depleted yeast
Cc1cc(C)n(-c2ccc(C(=O)OCC(=O)Nc3ccc(Cl)cc3[N+](=O)[O-])cc2)n1 | -0.0504 | -0.231 | 0.167 | -0.0371 | -1.0 | 1022 | -17.8% | 2.0% | i | -9.7 | 2.6 | 3.5 | 7.2 | -3.1% | 0.85 | 1552 | i
Cc1cc(C)n(Cc2n[nH]c(=S)n2Cc2ccccc2)n1 | 1.38 | -0.0423 | 1.22 | -1.4 | 0.4 | 1389 | . | 6.1% | i | 0.3 | 2.3 | 1.9 | 6.4 | -11.1% | 1.6 | 1258 | i
COc1ccc(C(=O)OCC(=O)NC2CC2)cc1S(=O)(=O)N1CCOCC1 | -0.0295 | -0.311 | -0.0974 | 0.598 | -2.0 | 1155 | -21.9% | 0.7% | i | 6.7 | 2.5 | 2.8 | 2.7 | -4.2% | 0.17 | 1091 | i
CN(C)C(=O)c1ccc(N/C=C(\C=O)c2nc3ccccc3o2)cc1 | 2.1 | -0.294 | 0.683 | -0.481 | -0.8 | 960 | -23.5% | 11.0% | i | 28.1 | 1.8 | 1.0 | 3.6 | 39.8% | -0.59 | 1516 | i
Nc1nnc(CC(=O)N2CCCCC2)s1 | 1.17 | -0.463 | 0.333 | 0.267 | -4.6 | 1175 | -20.1% | 0.0% | i | 17.2 | 4.8 | 1.7 | 5.1 | -10.9% | 0.72 | 940 | i
CCN1C(=O)c2cccc3c(S(=O)(=O)NCCc4c[nH]c5ccccc45)ccc1c23 | -0.394 | -0.25 | -0.0332 | 1.29 | 4.1 | 951 | 12.2% | 24.8% | i | -10.2 | 2.2 | 2.1 | 10.4 | 0.9% | . | . | i
Cc1ccc(/C=C2/SC(=S)N(CCC(=O)N3CCN(C)CC3)C2=O)cc1 | 0.347 | -0.253 | 0.292 | 0.0379 | 0.8 | 1064 | -44.4% | 10.4% | i | 14.0 | 1.3 | 2.2 | 7.0 | 8.7% | -0.91 | 1353 | i
O=C(Nc1cccnc1)NC1CCCCC1 | 0.52 | 0.463 | 0.531 | -0.252 | -3.3 | 1137 | -36.1% | -3.6% | i | 13.3 | 1.8 | 1.5 | 4.1 | -0.7% | 0.57 | 1201 | i
CCn1cc([N+](=O)[O-])c(C(=O)NCc2ccc(Cl)cc2)n1 | 0.317 | -0.212 | 0.2 | 0.323 | 2.9 | 939 | -31.5% | 6.7% | i | 6.3 | 1.7 | 0.9 | 5.3 | 9.6% | -0.01 | 1616 | i
FC(F)(F)c1cccc(Cn2cnc(NC(=S)NCCc3ccccc3)n2)c1 | -0.983 | -0.285 | -0.497 | 1.19 | 1.1 | 1474 | -22.4% | 15.5% | i | 20.6 | 2.4 | 2.1 | 2.5 | 3.7% | -0.84 | 1550 | i

The last 2 entries of the section above come first, to join the parts:
SMILES | Dynein cargo inh | Dynein cargo inh cytoplasmic EGFP | Dynein cargo inh nuclear GR-EGFP | Dynein cargo inh cell count | bCat nuc transl | bCat nuc transl cell count 5 µM | NOD1 inhibition | HEK293 NOD2/NF-kB | Autophagy mod | Autophagy mod cell loss 18 h | MT stabilizer | MT stabilizer Hoechst-high % | MT stabilizer cytotoxicity % | P. falciparum M17LAP | Ins promoter up | Ins promoter up cell count | Yfh1-depleted yeast
CCn1cc([N+](=O)[O-])c(C(=O)NCc2ccc(Cl)cc2)n1 | 0.317 | -0.212 | 0.2 | 0.323 | 2.9 | 939 | -31.5% | 6.7% | i | 6.3 | 1.7 | 0.9 | 5.3 | 9.6% | -0.01 | 1616 | i
FC(F)(F)c1cccc(Cn2cnc(NC(=S)NCCc3ccccc3)n2)c1 | -0.983 | -0.285 | -0.497 | 1.19 | 1.1 | 1474 | -22.4% | 15.5% | i | 20.6 | 2.4 | 2.1 | 2.5 | 3.7% | -0.84 | 1550 | i
COC(=O)C1=C(C)N(CC(C)C)C(=O)C1 | 0.613 | -0.266 | 0.708 | -0.132 | -3.1 | 1121 | 9.6% | 1.6% | i | -9.9 | 1.6 | 1.6 | 9.7 | 2.7% | -0.11 | 891 | i
CCOc1ccccc1NC(=O)c1ccc(OCC)c([N+](=O)[O-])c1 | -0.162 | -0.187 | -0.332 | -0.583 | 2.4 | 922 | -7.4% | 21.1% | i | -7.6 | 2.9 | 3.2 | 5.0 | -8.4% | -0.4 | 1290 | i
COc1ccc(N2CCN(C(=O)c3cccc4nc(C)oc34)CC2)cc1 | 0.737 | -0.058 | 0.476 | -1.13 | -2.3 | 987 | -38.2% | 3.0% | i | 13.3 | 2.4 | 1.7 | 11.5 | -2.9% | -0.24 | 1573 | i
Cc1ccccc1OCCNC(=O)CSc1ccc(C(F)(F)F)cc1[N+](=O)[O-] | -0.181 | -0.358 | -0.227 | 0.777 | -2.4 | 1112 | -11.2% | -4.5% | i | -4.4 | 1.9 | 2.7 | 7.0 | -15.0% | 1.7 | 1508 | i
CCSCc1nnc(SCC(=O)Nc2nc(C)cs2)n1C | 0.311 | -0.209 | 0.506 | -0.14 | 0.1 | 1501 | -29.5% | -2.2% | i | -20.0 | 3.7 | 1.6 | 6.1 | -0.2% | 0.26 | 1422 | i
O=C(NNC(=S)NCCCN1CCOCC1)c1ccncc1 | -0.0443 | -0.156 | 0.415 | -0.319 | 3.2 | 803 | 1.6% | 31.4% | i | 17.7 | 1.6 | 1.1 | 4.1 | 9.8% | -0.34 | 1586 | i
Cc1ccc(C)c(N2CCN(C(=O)CCCOc3cc(=O)n(C)c4ccccc34)CC2)c1 | -0.388 | 0.267 | -0.263 | 0.527 | -2.2 | 1348 | -45.5% | -2.1% | i | 9.2 | 1.6 | 0.9 | 8.0 | 4.0% | -0.18 | 1430 | i
CCN(CC)S(=O)(=O)c1ccc(NC(=O)C2CCCO2)cc1 (stereo not given) | 0.177 | -0.236 | -0.773 | 0.627 | -2.2 | 1366 | 5.4% | 15.8% | i | -3.3 | 3.3 | 2.5 | 2.2 | 3.1% | -0.42 | 1682 | i
Cc1ccc(OCC(=O)N/N=C\c2ccncc2)c(C)c1 | 0.72 | -0.172 | 0.701 | -0.973 | 1.3 | 1153 | -18.2% | 15.8% | i | 9.7 | 5.5 | 1.5 | 8.0 | 1.4% | . | . | i
COc1ccc(-c2cn3cccnc3n2)cc1Br | -0.672 | -0.247 | -0.595 | 0.044 | 1.4 | 552 | -35.1% | -34.5% | i | -7.6 | 1.9 | 2.8 | 9.3 | -152.5% | -0.45 | 1331 | i
CCCCn1c(N)c(N2CCOCC2)c(=O)n(CC(=O)NC(C)c2ccccc2)c1=O (stereo not given) | -0.107 | -0.214 | -0.00501 | 0.208 | -2.6 | 1086 | -38.7% | 19.3% | i | 4.0 | 14.3 | 1.2 | 7.8 | 1.4% | -0.02 | 1126 | i
COCCCN(CCC#N)C(=O)c1c(-c2c(Cl)cccc2Cl)noc1C | 0.153 | -0.29 | 0.128 | 0.237 | -2.0 | 1142 | -12.7% | 9.9% | . | . | . | . | . | 7.3% | 0.67 | 1476 | i
CN1CCN(S(=O)(=O)c2ccc(Sc3nc4ccccc4[nH]3)c3nsnc23)CC1 | 1.13 | -0.161 | -0.155 | -0.398 | -3.8 | 1136 | -17.5% | -2.3% | i | -2.8 | 2.7 | 1.7 | 5.9 | -4.0% | 0.17 | 1260 | i
CCOc1ccc(Oc2c(C)oc3cc(O)ccc3c2=O)cc1 | -0.0486 | -0.241 | 0.0823 | 1.25 | -0.7 | 1009 | 22.4% | 13.2% | i | 8.0 | 3.9 | 2.4 | 5.9 | -19.2% | . | . | i
CN(CC(=O)Nc1ccncc1)S(=O)(=O)c1ccc(Br)cc1 | -0.381 | -0.249 | -0.249 | 0.483 | . | . | 6.3% | 12.7% | i | 2.0 | 3.4 | 1.8 | 2.3 | -5.5% | -1.19 | 912 | i
CCOC(=O)N1CCN(CCC(=O)Nc2cc(OC)cc(OC)c2)CC1 | 0.614 | -0.261 | 0.237 | -0.461 | 0.4 | 1213 | -28.6% | 15.6% | i | -6.5 | 3.1 | 3.1 | 0.9 | 23.3% | . | . | i
CC1(C)CC(=O)C(C=NCC(O)c2ccccc2)=C(O)C1 (stereo not given) | 0.12 | -0.171 | 0.592 | 0.209 | -0.3 | 973 | -17.2% | -3.1% | i | 0.1 | 5.7 | 2.4 | 3.2 | 6.7% | -0.33 | 1284 | i
Brc1ccc(/C=N/c2nc3ccccc3n2CCN2CCOCC2)cc1 | -0.521 | -0.181 | -0.364 | 0.615 | -2.6 | 552 | -9.0% | 1.5% | i | -1.9 | 2.5 | 3.1 | 6.0 | -7.5% | -0.18 | 1365 | i
Cc1nnn(C23C[C@@H]4C[C@@H](CC(C(=O)N5CCN(c6ccccc6)CC5)(C4)C2)C3)n1 | 0.196 | -0.1 | -0.147 | 0.739 | -0.7 | 1261 | -7.0% | -0.7% | . | . | . | . | . | -2.6% | -0.3 | 1080 | i
CC(C)(C)OC(=O)NC(=NCCCc1cn(CC(=O)N2CCN(C(=O)OC(C)(C)C)CC2)nn1)NC(=O)OC(C)(C)C | -0.622 | -0.25 | -0.111 | 0.182 | 0.2 | 1095 | -32.6% | 18.2% | i | -14.8 | 4.1 | 1.3 | 12.5 | 3.6% | 0.92 | 1400 | i
